Compound activity: PubChem BioAssay, several laboratories
MRP-1 activ: H69AR viability gain despite doxorubicin, primary screen, MRP-1 activator project, H69AR cells, CellTiter-Glo | 140,000 tested, 0.61% active | viability rescue | viability increase, % at 10 µM;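 active means viability gain under doxorubicin at or above a set limit, the compound median plus 3 SD, cut at about 4.7% in these data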;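 further: MRP-1 overexpressing cells given doxorubicin 25 µM after compound pretreatment; 18-22 h compound pretreatment then 72 h with doxorubicin before readout; 0% = doxorubicin-only wells and 100% = vehicle-treated cells without doxorubicin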
GALR2 blocker: GALR2 antagonists in receptor-expressing cells, primary screen; antagonist mode; Galanin receptor type 2 (Homo sapiens), O43603; AID 828, 2007; inhibition, % at 4 µM; 140,000 tested, 0.39% active; in the data active means inhibition above about 27%;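 further: cells stimulated with galanin 1-16 at roughly its EC80; 0% = agonist challenge control and 100% = basal control without agonist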
Target sequence (O43603 whole entry, looked up): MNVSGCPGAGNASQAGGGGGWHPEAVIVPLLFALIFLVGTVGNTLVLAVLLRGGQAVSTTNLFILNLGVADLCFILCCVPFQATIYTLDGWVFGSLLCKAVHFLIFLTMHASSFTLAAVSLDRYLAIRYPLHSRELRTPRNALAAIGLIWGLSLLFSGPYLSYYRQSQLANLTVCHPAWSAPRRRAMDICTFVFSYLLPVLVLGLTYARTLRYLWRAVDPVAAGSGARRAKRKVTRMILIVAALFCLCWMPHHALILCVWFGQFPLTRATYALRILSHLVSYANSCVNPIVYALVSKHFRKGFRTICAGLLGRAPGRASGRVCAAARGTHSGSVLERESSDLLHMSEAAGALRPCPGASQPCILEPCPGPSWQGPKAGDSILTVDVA
Yeast lifespan up: compounds extending yeast replicative lifespan, primary screen, S. cerevisiae, OD615; inhibition of the nicotinamide effect, % at 10 µM; S. cerevisiae growth with nicotinamide; deaD strain in restrictive glucose medium; 130,000 tested, 0.68% active;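 active means inhibition above a set limit, placed 3 SD over the median of all compounds, cut at about 26% in these data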;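 further: 0% = nicotinamide-treated wells and 100% = cells grown without nicotinamide; some compounds called inactive have numbers as strong as hits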
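assay system = DeaD-strain S. cerevisiae | measured by = absorbance at 615 nm | probe or stimulus = nicotinamide 1.5 mM | buffer or medium = CSMM-D glucose medium, restrictive | times = 48 h at 30 °C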
Measles CPE: compounds protecting cells from measles virus cytopathic effect, primary screen, measles RdRp inhibitor project, single point, MLSMR library, absorbance | Measles virus-infected cells, CPE protection | protection (pct of control), % at 4 µM | 140,000 tested, 1.5% active; in the data active means protection mostly above about 24%, no sharp cut-off; inactive means mostly below about 26%; further: some compounds called inactive have numbers as strong as hits
PTEN del growth: growth suppression of PTEN-null HCT116, primary screen, cell-based, CellTiter-Glo; HCT116 PTEN-null viability, 60 h; stronger effect = lower value; 140,000 tested, 1.2% active; viability, % at 10 µM;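 active means viability at or below a set limit, 4 SD under the median of all tested compounds, cut at about 3.7% in these data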;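 further: PTEN knockout HCT116 line with beta catenin targeted HCT116 as companion control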
HCT116 bCat-KO: primary screen for growth suppressors in beta-catenin knockout HCT116 cells (colon tumor, human). 140,000 tested, 1.5% active. AID 818, 2007. HCT116 beta-catenin knockout viability, CellTiter-Glo, 60 h; stronger effect = lower value. viability, % at 10 µM;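 active means viability at or under a set limit, the compound median less 4 SD, cut at about 6% in these data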;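 further: 0% = Hyamine 1622 control at 20 µM and 100% = untreated cell control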
BB579 growth dn: growth inhibitors of yeast BB579 in restrictive medium, primary screen, yeast lifespan-shortening project, S. cerevisiae; OD615, 48 h; inhibition, % at 10 µM; 140,000 tested, 0.51% active; AID 804, 2007;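 active means inhibition above a set limit, 3 SD over the mean compound inhibition, cut at about 44% in these data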; further: inactives centre near -24
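Test system: S. cerevisiae DeaD strain BB579 yeast; Medium: restrictive CSMM-D medium; Compound: one dose, 10 µM compound with 0.25% DMSO; Incubation: 4 h cell preincubation, 48 h compound exposure, 30 °C humidified; Signal: OD at 615 nm; Benchmarks: amphotericin B at 10 µg/mL as positive control.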
E-sel TNF inh: E-selectin induction blockers in HUVEC – imaging, immunofluorescence, high content, primary screen; inhibition, % at 2 µM; HUVEC TNFa-induced E-selectin immunofluorescence; AID 1246, 2008; 120,000 tested, 0.71% active;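 active means inhibition above the batch mean plus 3 SD, and confirmed as a hit on visual image review, cut at about 43% in these data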;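 further: 0% = TNF-stimulated DMSO wells and 100% = unstimulated control wells; not every result past the cut was called active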
Phagocyt inh: inhibitors of macrophage phagocytosis, primary screen, imaging, J774A.1 cells, IgG beads; J774A.1 macrophage IgG-bead phagocytosis; AID 1029, 2008; 110,000 tested, 0.07% active; inhibition, % at 5 µM;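 active means inhibition above the mean of the plate negative controls plus 5 SD, cut at about 13% in these data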;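 further: phagocytic index as fraction of beads internalized from green versus red external bead signal; plate controls were DMSO negative control for no effect and cytochalasin-D positive control for full effect; some results beyond the cut were filed as inactive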
NPY Y2 blocker: NPY-Y2 receptor antagonists, primary screen, cell-based; inhibition, % at 2.7 µM; NPY-Y2 expressing cells, antagonist mode; Neuropeptide Y receptor type 2 (Homo sapiens), P49146; 140,000 tested, 0.99% active; AID 793, 2007; in the data active means inhibition above about 17%;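 further: 0% = vehicle with agonist challenge and 100% = reference antagonist with challenge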
Target sequence (P49146 whole entry, looked up): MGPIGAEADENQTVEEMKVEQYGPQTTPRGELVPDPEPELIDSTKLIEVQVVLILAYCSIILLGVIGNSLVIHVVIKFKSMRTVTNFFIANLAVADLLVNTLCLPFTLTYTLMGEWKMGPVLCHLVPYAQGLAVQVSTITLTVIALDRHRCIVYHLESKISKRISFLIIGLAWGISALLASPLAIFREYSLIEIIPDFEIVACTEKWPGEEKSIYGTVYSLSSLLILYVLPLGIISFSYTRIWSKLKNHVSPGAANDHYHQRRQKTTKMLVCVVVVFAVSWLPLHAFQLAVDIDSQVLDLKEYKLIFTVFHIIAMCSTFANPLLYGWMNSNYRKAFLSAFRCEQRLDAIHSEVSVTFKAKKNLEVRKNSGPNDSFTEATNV
* marks the source's active call; other numbers are inactive results.

What do the screens show for `O=C(CN1C(=O)/C(=C\c2ccc(F)cc2)Oc2ccccc21)NCc1ccco1`?
MRP-1 activ: -4.5; GALR2 blocker: 17.3; Yeast lifespan up: -3.7; Measles CPE: 4.0; PTEN del growth: 84.0; HCT116 bCat-KO: 71.6; BB579 growth dn: -19.0; Phagocyt inh: 2.9; NPY Y2 blocker: 1.6

Results for Cc1ccccc1-n1c(SCC(=O)c2c(N)n(C)c(=O)n(C)c2=O)nc2sc3c(c2c1=O)CCCC3 ?
MRP-1 activ: -1.6; GALR2 blocker: -15.1; Yeast lifespan up: -1.4; Measles CPE: 23.0; PTEN del growth: 51.1; HCT116 bCat-KO: 56.3; BB579 growth dn: -12.3; E-sel TNF inh: -10.0; NPY Y2 blocker: -1.2

How did CC(=O)Nc1ccc(-n2c(C)nc(=O)c(-c3ccccc3)c2C)cc1 do in these assays?
MRP-1 activ: 11.0*; GALR2 blocker: 1.9; Yeast lifespan up: -11.3; Measles CPE: 9.8; PTEN del growth: 91.7; HCT116 bCat-KO: 79.9; BB579 growth dn: -26.6; Phagocyt inh: -0.2; NPY Y2 blocker: 1.5

What do the screens show for `COc1ccc(CCNC(=O)C2CC(=O)N(C3CCCC3)C2)cc1OC` (centres undefined)?
MRP-1 activ: -0.4; GALR2 blocker: -8.0; Yeast lifespan up: 14.1; Measles CPE: 15.1; PTEN del growth: 104.2; HCT116 bCat-KO: 94.4; BB579 growth dn: -17.0; E-sel TNF inh: 8.5; NPY Y2 blocker: 1.2

Results for Cc1ccc([N+](=O)[O-])cc1N=C(c1ccc([N+](=O)[O-])cc1)N1CCOCC1 ?
MRP-1 activ: -1.6; GALR2 blocker: 0.4; Yeast lifespan up: 4.9; Measles CPE: 6.3; PTEN del growth: 76.6; HCT116 bCat-KO: 79.3; BB579 growth dn: -17.3; E-sel TNF inh: 7.8; Phagocyt inh: -1.3; NPY Y2 blocker: 2.3

Results for Cc1ccccc1NC(=O)c1cc(N)ccc1N1CCCCC1 ?
MRP-1 activ: -3.2; GALR2 blocker: 3.0; Yeast lifespan up: -12.4; Measles CPE: 10.4; PTEN del growth: 89.0; HCT116 bCat-KO: 92.5; BB579 growth dn: -39.8; E-sel TNF inh: -4.7; Phagocyt inh: -0.3; NPY Y2 blocker: 4.8

Results for Cn1c(=O)cc(SCC(=O)N2CCCC2)c2cc(Cl)ccc21 ?
MRP-1 activ: -1.2; GALR2 blocker: 10.6; Yeast lifespan up: -4.3; Measles CPE: 26.9; PTEN del growth: 86.5; HCT116 bCat-KO: 94.1; BB579 growth dn: -10.7; E-sel TNF inh: -57.8; Phagocyt inh: -1.4; NPY Y2 blocker: -0.6

What do the screens show for `CC(C)C(NC(=O)OCc1ccccc1)C(=O)OCC(=O)N1C(C)CCCC1C` (centres undefined)?
MRP-1 activ: -3.8; GALR2 blocker: 15.6; Yeast lifespan up: 6.5; Measles CPE: 2.2; PTEN del growth: 96.8; HCT116 bCat-KO: 92.3; BB579 growth dn: -51.7; E-sel TNF inh: -25.1; Phagocyt inh: -0.1; NPY Y2 blocker: 0.7

Results for CCOC(=O)/C(C#N)=C/c1ccc(OC(=O)c2ccco2)c(OCC)c1 ?
MRP-1 activ: -2.0; GALR2 blocker: -4.0; Yeast lifespan up: -3.6; Measles CPE: 11.8; PTEN del growth: 101.4; HCT116 bCat-KO: 96.3; BB579 growth dn: -19.8; E-sel TNF inh: -8.7; Phagocyt inh: -9.0; NPY Y2 blocker: 0.1

Results for CCCC[n+]1ccn(-c2nc3ccccc3nc2[N-]S(=O)(=O)c2ccc(C)cc2)c1 ?
MRP-1 activ: -2.4; GALR2 blocker: -21.9; Yeast lifespan up: -3.4; Measles CPE: 4.3; PTEN del growth: 95.8; HCT116 bCat-KO: 96.2; BB579 growth dn: -6.2; E-sel TNF inh: 2.5; Phagocyt inh: -1.2; NPY Y2 blocker: 3.9

What do the screens show for `C=CCN1C(c2ccccc2)=CS/C1=C(\C#N)c1nnc2n1CCCCC2`?
MRP-1 activ: -2.4; GALR2 blocker: 5.6; Yeast lifespan up: -7.6; Measles CPE: 21.1; PTEN del growth: 91.2; HCT116 bCat-KO: 86.9; BB579 growth dn: -19.8; E-sel TNF inh: 63.1*; Phagocyt inh: 1.6; NPY Y2 blocker: -1.5

What do the screens show for `Cn1cc(Cl)c(C(=O)N2CCN(c3ncccn3)CC2)n1`?
MRP-1 activ: -1.0; GALR2 blocker: -0.5; Yeast lifespan up: 0.3; Measles CPE: 29.2; PTEN del growth: 94.4; HCT116 bCat-KO: 94.1; BB579 growth dn: -39.0; E-sel TNF inh: 5.5; NPY Y2 blocker: 2.1

How did O=S(=O)(c1ccc(F)cc1)n1ccc(-c2cccc(OCc3c(F)cccc3Cl)c2)n1 do in these assays?
MRP-1 activ: -0.3; GALR2 blocker: 5.7; Yeast lifespan up: 2.9; Measles CPE: 2.7; PTEN del growth: 85.0; HCT116 bCat-KO: 81.0; BB579 growth dn: -0.5; E-sel TNF inh: 6.4; NPY Y2 blocker: -1.4

What do the screens show for `O=C(CSc1ccccc1[N+](=O)[O-])NC1CCS(=O)(=O)C1` (centres undefined)?
MRP-1 activ: -1.6; GALR2 blocker: -6.6; Yeast lifespan up: 1.4; Measles CPE: 1.8; PTEN del growth: 92.0; HCT116 bCat-KO: 88.1; BB579 growth dn: -30.5; E-sel TNF inh: 13.8; Phagocyt inh: 6.3; NPY Y2 blocker: 0.2

What do the screens show for `COc1ccc(CC(=O)c2ccccc2C(=O)O)cc1`?
MRP-1 activ: -1.5; GALR2 blocker: 2.4; Yeast lifespan up: 45.4; Measles CPE: 2.9; PTEN del growth: 104.8; HCT116 bCat-KO: 89.0; BB579 growth dn: -70.3; E-sel TNF inh: -12.7; Phagocyt inh: 0.2; NPY Y2 blocker: 2.6

What do the screens show for `COc1ccccc1CSc1ncc(-c2ccc([N+](=O)[O-])cc2)[nH]1`?
MRP-1 activ: -1.1; GALR2 blocker: 10.4; Yeast lifespan up: -9.7; Measles CPE: 27.1; PTEN del growth: 54.8; HCT116 bCat-KO: 55.8; BB579 growth dn: -16.1; E-sel TNF inh: 4.2; Phagocyt inh: -1.5; NPY Y2 blocker: -0.5

What do the screens show for `FC(F)(F)c1cc(-c2ccc(Cl)cc2)nc2ncnn12`?
MRP-1 activ: -1.7; GALR2 blocker: -10.0; Yeast lifespan up: -12.7; Measles CPE: 6.4; PTEN del growth: 86.3; HCT116 bCat-KO: 85.2; BB579 growth dn: -26.5; E-sel TNF inh: -6.5; NPY Y2 blocker: 1.9

How did CCOC(=O)CC(=O)CSc1nc(N)c(C#N)c(-c2ccc(Cl)cc2)c1C#N do in these assays?
MRP-1 activ: 0.5; GALR2 blocker: 5.2; Yeast lifespan up: 1.6; Measles CPE: 5.3; PTEN del growth: 92.3; HCT116 bCat-KO: 94.1; BB579 growth dn: -19.8; Phagocyt inh: 0.4; NPY Y2 blocker: -5.1

Results for CC1CCC(C(C)C)C(OC(=O)COC(=O)c2cccn2C)C1 (centres undefined) ?
MRP-1 activ: 0.3; GALR2 blocker: -4.9; Yeast lifespan up: -3.9; Measles CPE: 25.0; PTEN del growth: 64.5; HCT116 bCat-KO: 77.7; BB579 growth dn: -65.8; Phagocyt inh: 0.2; NPY Y2 blocker: 13.9

How did CCn1c(CNC(=O)c2cccs2)n[nH]c1=S do in these assays?
MRP-1 activ: -0.6; GALR2 blocker: 4.0; Yeast lifespan up: 3.2; Measles CPE: 12.7; PTEN del growth: 94.9; HCT116 bCat-KO: 100.0; BB579 growth dn: -34.0; Phagocyt inh: -1.1; NPY Y2 blocker: 3.1

Results for COc1cccc(N(C(=O)CNC(=O)c2ccco2)C(C(=O)NC2CCCCC2)c2ccncc2)c1 (centres undefined) ?
MRP-1 activ: -2.0; GALR2 blocker: 8.9; Yeast lifespan up: 6.4; Measles CPE: 4.5; PTEN del growth: 90.4; HCT116 bCat-KO: 97.3; BB579 growth dn: -60.8; Phagocyt inh: -0.6; NPY Y2 blocker: -0.8

How did COc1cc(NC(=O)c2cc(OC)c(OC)c(OC)c2)c(OC)cc1NC(=O)CN1CCCCC1 do in these assays?
MRP-1 activ: -1.5; GALR2 blocker: 6.8; Yeast lifespan up: -5.7; Measles CPE: 11.2; PTEN del growth: 76.1; HCT116 bCat-KO: 79.0; BB579 growth dn: -60.2; Phagocyt inh: 1.0; NPY Y2 blocker: 3.4

How did CCOC(=O)c1c(C)oc2ccc(OCc3cc(C(=O)OC)oc3C)cc12 do in these assays?
MRP-1 activ: 0.6; GALR2 blocker: -11.4; Yeast lifespan up: 1.4; Measles CPE: 8.0; PTEN del growth: 49.8; HCT116 bCat-KO: 40.9; BB579 growth dn: -15.0; E-sel TNF inh: -2.1; Phagocyt inh: 0.2; NPY Y2 blocker: 15.0

How did CCN1C(=O)C2(SC(NC(C)=O)=NN2C(C)=O)c2cc(C)ccc21 (centres undefined) do in these assays?
MRP-1 activ: -2.5; GALR2 blocker: 1.7; Yeast lifespan up: -7.2; Measles CPE: 22.1; PTEN del growth: 96.5; HCT116 bCat-KO: 108.8; BB579 growth dn: -29.7; E-sel TNF inh: 17.3; NPY Y2 blocker: 2.5

What do the screens show for `Cc1coc(C)c1C(=O)CC1(O)C(=O)Nc2cc(Cl)cc(Cl)c21` (centres undefined)?
MRP-1 activ: -3.0; GALR2 blocker: -4.0; Yeast lifespan up: -25.1; Measles CPE: 13.4; PTEN del growth: 81.6; HCT116 bCat-KO: 70.6; BB579 growth dn: -16.3; E-sel TNF inh: 13.3; Phagocyt inh: -0.8; NPY Y2 blocker: 2.3

How did O=C(Cc1ccccc1)NNC(=O)Nc1cccc(Cl)c1 do in these assays?
MRP-1 activ: -1.2; GALR2 blocker: -0.5; Yeast lifespan up: 2.2; Measles CPE: 10.2; PTEN del growth: 101.1; HCT116 bCat-KO: 89.9; BB579 growth dn: -29.6; E-sel TNF inh: -62.0; Phagocyt inh: 1.0; NPY Y2 blocker: 7.0

Results for Cc1nn(Cc2ccccc2Cl)c2sc(C(=O)NCc3ccc4c(c3)OCO4)cc12 ?
MRP-1 activ: -0.6; GALR2 blocker: -6.1; Yeast lifespan up: -10.2; Measles CPE: 18.9; PTEN del growth: 79.5; HCT116 bCat-KO: 82.4; BB579 growth dn: -42.0; E-sel TNF inh: 11.1; Phagocyt inh: -1.0; NPY Y2 blocker: 6.5
